# Source: PubChem
# Luciferase inh – Firefly luciferase inhibition profiling of diverse chemical library using quantitative high-throughput screening. Luciferin 4-monooxygenase (Photinus pyralis), P08659. purified P. pyralis luciferase, luminescence, biochemical. Potency, µM (titrated, usually from 115 µM), for inactives: top-dose activity change, negative = inhibition, most hits filed as inhibitors. 2.5% of 76,000 active. AID 1347043, 2019; also: potency is read from the fitted curve at half-maximal effect; nearly all actives have a fitted effect of over 65% in size
# Target sequence (P08659 whole entry, looked up): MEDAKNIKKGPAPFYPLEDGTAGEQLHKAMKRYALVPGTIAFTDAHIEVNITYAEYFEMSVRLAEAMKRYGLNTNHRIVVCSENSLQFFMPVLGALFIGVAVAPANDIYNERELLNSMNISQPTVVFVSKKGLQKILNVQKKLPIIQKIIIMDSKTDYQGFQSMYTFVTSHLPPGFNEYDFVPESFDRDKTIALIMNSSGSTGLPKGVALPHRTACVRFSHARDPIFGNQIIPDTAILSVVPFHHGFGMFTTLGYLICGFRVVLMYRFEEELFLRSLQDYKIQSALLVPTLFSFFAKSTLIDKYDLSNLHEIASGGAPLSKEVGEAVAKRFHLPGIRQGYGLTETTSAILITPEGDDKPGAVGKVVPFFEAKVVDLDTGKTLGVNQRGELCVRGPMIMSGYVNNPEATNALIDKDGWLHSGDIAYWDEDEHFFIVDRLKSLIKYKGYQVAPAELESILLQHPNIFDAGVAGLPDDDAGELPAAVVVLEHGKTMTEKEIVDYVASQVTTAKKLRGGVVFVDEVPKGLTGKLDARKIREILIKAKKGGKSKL
#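 Luminescence read by CCD imager after adding enzyme (10nM final) to wells holding compound, titrated in qHTS. Substrates 10uM each D-luciferin and ATP; buffer 50mM Tris acetate pH 7.5, 10mM Mg acetate, Tween-20, BSA.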
# HEK293 viab – GF-AFC viability counterscreen for inhibitors of alpha-synuclein gene (SNCA) expression. AID 1671193, 2021. 0.12% of 150,000 active. Potency, µM (titrated, usually from 57.1 µM), inactives show at the highest dose activity change, negative = cytotoxicity, actives largely listed as cytotoxic. HEK-293-SNCA-luc viability, GF-AFC fluorescence, 24 h;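 also: potency is read from the fitted curve at half-maximal effect; 0% = DMSO-treated cells and -100% = medium-only wells without cells; nearly all actives have a fitted effect of over 30% in size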
#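 HEK-293-SNCA-luc cells (1500/well) plated 24 h, then exposed 24 h to a dilution series; GF-AFC added 30 min at 37C, fluorescence 405/540 nm; normalised to medium-only and DMSO wells, Hill fit.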
# HEK cytotox – Cytotoxic Profiling in HEK 293 Cell Line of Diverse Libraries Using Quantitative High-Throughput Screening | HEK 293 viability, ATP luminescence (CellTiter-Glo), 48-72 h | Potency, µM (top dose mostly 115 µM), for inactives: at the top dose activity change, negative = cytotoxicity, hits mostly inhibitors | 6.6% of 94,000 active; also: potency is read from the fitted curve at half-maximal effect; nearly all actives have a fitted effect of over 60% in size
#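 HEK 293 cells seeded at 250 cells/well were exposed to compound for 48 or 72 hr at 37 degree Celsius. Viability taken as ATP content by CellTiter-Glo luminescence.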
# GPT2 inh – Primary qHTS assay for inhibitors of Glutamate pyruvate transaminase 2 (GPT2). AID 1671188, 2021. Recombinant GPT2, coupled pyruvate oxidase/HRP Amplex Red fluorescence. Potency, µM (doses to about 57.7 µM), for the others: top-dose activity change, negative = inhibition, hits mostly inhibitors. 0.25% of 100,000 active. Alanine aminotransferase 2 (Homo sapiens), Q8TD30; also: potency is read from the fitted curve at half-maximal effect; nearly all actives have a fitted effect of over 60% in size; many of its hits are not listed in these tables
# Target sequence (Q8TD30 whole entry, looked up): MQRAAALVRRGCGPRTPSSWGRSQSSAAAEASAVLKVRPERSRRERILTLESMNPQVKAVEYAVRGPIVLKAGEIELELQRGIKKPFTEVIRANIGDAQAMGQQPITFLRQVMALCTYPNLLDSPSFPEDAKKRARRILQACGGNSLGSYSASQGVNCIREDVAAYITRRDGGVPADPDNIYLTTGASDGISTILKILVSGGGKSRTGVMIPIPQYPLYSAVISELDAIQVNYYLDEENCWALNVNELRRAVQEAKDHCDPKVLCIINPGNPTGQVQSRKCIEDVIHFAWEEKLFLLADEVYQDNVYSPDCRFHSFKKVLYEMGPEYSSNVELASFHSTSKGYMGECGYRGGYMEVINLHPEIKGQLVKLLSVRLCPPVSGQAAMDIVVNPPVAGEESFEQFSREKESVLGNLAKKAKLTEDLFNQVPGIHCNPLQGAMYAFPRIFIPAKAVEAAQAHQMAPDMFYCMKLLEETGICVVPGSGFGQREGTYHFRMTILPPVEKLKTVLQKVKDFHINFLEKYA
#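 Recombinant GPT2 (10ng/uL) with 250uM a-KG and 2mM L-alanine, 30 min at room temperature, in HEPES pH 7.5 buffer. Pyruvate detected by pyruvate oxidase/HRP/Amplex Red fluorescence after 30 min in the dark; AOA (50uM) as positive control.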
# IP6K1 inh – Primary qHTS assay for small molecule inhibitors of Inositol hexaphosphate kinase 1 (IP6K1) | 0.81% of 140,000 active | Inositol hexakisphosphate kinase 1 (Homo sapiens), Q92551 | activity change, % (series mostly up to about 58 µM) | IP6K1 kinase, ADP-Glo luminescence, 2 h; stronger effect = lower value; in the data active = activity change below about -25%
#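 ADP-Glo luminescence measures ADP made by human IP6K1 during a 2 h RT reaction with ATP/IP6 (mix at 1.3 mM/130 uM); top library doses 57.5 and 19.1 uM final.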
# SNCA expr inhib – Primary qHTS assay for inhibitors of alpha-synuclein gene (SNCA) expression. HEK-293 SNCA-luciferase knock-in, luminescence, 24 h. Potency, µM (titrated, usually from 57.2 µM), without a hit: top-dose activity change, negative = inhibition, hits mostly inhibitors. 0.17% of 140,000 active;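 also: potency is read from the fitted curve at half-maximal effect; plate controls were DMSO cells for no effect and cell-free wells for full effect; nearly all actives have a fitted effect of over 45% in size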
# NIH3T3 tox – Cytotoxic Profiling in NIH 3T3 Cell Line of Diverse Libraries Using Quantitative High-Throughput Screening | NIH 3T3 viability, CellTiter-Glo ATP luminescence, 48-72 h | Potency, µM (highest dose often 96.7 µM), for the others: at the highest dose activity change, negative = cytotoxicity, usual class: inhibitors | 4.3% of 94,000 active; also: potency is read from the fitted curve at half-maximal effect; nearly all actives have a fitted effect of over 55% in size
#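 Luminescent ATP readout (CellTiter-Glo, 10 min RT) after 48 or 72 hr compound exposure of NIH 3T3 cells seeded at 400 cells/well in 1536-well format; quantitative HTS.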
# Starred values were filed as active, the others as inactive; i = inactive; u = inconclusive; x = not tested or not shown; [ ] = another dose, or the depositor's remark. Unless noted, calls follow the shape of the dose curve; as a rule, active = well fitted curve in the direction sought with a large enough effect; inconclusive = small, poorly fitted or top-dose-only effect, or another doubt; inactive = no such curve, though single readings can be large; an effect the other way counts as inactive or inconclusive. Unless noted, % is scaled to controls: 0 for no effect and ±100 for the full control effect.
molecule	Luciferase inh	HEK293 viab	HEK cytotox	GPT2 inh	IP6K1 inh	SNCA expr inhib	NIH3T3 tox
CN(Cc1ccccc1)C(=O)C[C@@H]1O[C@H](CNC(=O)Nc2cccc(F)c2)[C@@H](O)[C@H]1O	-8%[172 µM]	0%[87.6 µM]	-1%[172 µM]	0%[88.5 µM]	-10	0%[87.6 µM]	-3%[174 µM]
Cc1ccc(C2Cn3nnc(C(=O)N4CCC(C(=O)NC5CCCCCC5)CC4)c3CO2)cc1 (stereo not drawn)	u	-1%	u	-3%	-11	6%	-26%
COc1ccc(-c2cc3nc(C4CCN(C(=O)OC(C)(C)C)CC4)c(C(=O)Nc4cc(Cl)cc(Cl)c4)cn3n2)cc1	x	3%	x	x	10	1%	x
COc1ccc(C)cc1Nc1nc(N)c2cc(OC)c(OC)cc2n1	x	u	x	x	39	u	x
O=C(COc1ccc(F)cc1)Nc1ccc(C(=O)OCc2cc(=O)n3nc(C4CC4)sc3n2)cc1	x	-3%	x	x	-8	23%	x
CC(=O)N1CCC(N[C@@H]2C[C@H](Cn3cc(C4CC4)nn3)[C@@H](O)[C@H]2O)CC1	-6%	1%	i	2%	-12	-10%	-4%
COc1cccc(CN2Cc3nc(Nc4cccc(F)c4)ccc3OCC2=O)c1	3%[172 µM]	-14%[87.6 µM]	89µM*	-3%[88.5 µM]	-13	-9%[87.6 µM]	u
COc1ccc(Cl)cc1[C@@]1(F)C(=O)Nc2cc(C(F)(F)F)ccc21	x	-43%	x	u	-8	x	x
CN(C)[C@H]1CN(C(=O)c2cccc(NCc3ccc(F)cc3)c2)C[C@@H]1O	2%	0%	i	-9%	-1	32%	-3%
O=C(NCc1ccco1)N1CCc2n[nH]c(=O)n2CC1	1%	0%	15%	-5%	-8	-28%	i

# (cont.)
molecule	Luciferase inh	HEK293 viab	HEK cytotox	GPT2 inh	IP6K1 inh	SNCA expr inhib	NIH3T3 tox
COc1ccc(S(=O)(=O)NC2CCc3n[nH]c(=O)n3CC2)cc1Cl (stereo not drawn)	2%	-5%	1%	i	2	0%	-21%
COCCN(C)C[C@@H]1CN(C(=O)c2ccc(Cl)s2)C[C@@H]1CO	5%	6%	1%	1%	0	15%	1%
CC(C)(CC(=O)O)CC(=O)N1CCN2C(=O)N(CCc3cccs3)C(=O)[C@H]2C1	-9%[172 µM]	8%[87.6 µM]	-30%[172 µM]	3%[88.5 µM]	-2	3%[87.6 µM]	-24%[138 µM]
O=C(O[C@H]1[C@H](Oc2ccc(O)cc2CO)O[C@H](CO)[C@@H](O)[C@@H]1O)c1ccccc1	x	24%[23.9 µM]	x	1%[27.3 µM]	31	x	x
O=C(NC1CCCCC1)c1ccc(CSc2nc3cccnc3n2Cc2ccccc2F)cc1	x	-26%	x	x	-10	u	x
c1ccc(-n2cc(CN3CCC(N4CCSCC4)CC3)nn2)cc1	0%	-5%	1%	-1%	-9	5%	0%
O=C(c1cccc(Cl)c1)N1CCCC2(CN[S+](=O)([O-])c3cccnc3N2)C1 (stereo not drawn)	x	x	-8%	x	-2	x	-16%
O=C(NC1CCCC1)N1CCN(c2nccc(Nc3ccccc3F)n2)CC1	x	-18%	45µM*	i	2	u	u
NC(=O)c1c(NC(=O)CS(=O)(=O)c2ccc(Cl)cc2)sc2c1CCCC2	x	-12%	x	x	8	-22%	x
Cc1ccc2scc(N3CCN(c4ccccc4)CC3)c(=O)c2c1	x	-5%	x	x	-11	29%	x

# Other structures:
molecule	Luciferase inh	HEK293 viab	HEK cytotox	GPT2 inh	IP6K1 inh	SNCA expr inhib	NIH3T3 tox
Cc1ccc(NS(=O)(=O)c2ccc3[nH]c4c(c3c2)CCCC4)cc1N(C)C	x	-23%	x	x	-27*	u	x
CCOc1ccc(NC(=O)Cn2c(N3CCCCC3)nc(C)c(C)c2=O)cc1	-8%	-11%	-13%	-11%	7	u	-24%
COC[C@@H]1CN(Cc2cn(C)nc2C)C[C@H]1C(=O)NC1CC1	4%	-19%	u	-1%	19	u	0%
CCOc1ccccc1C1NC(=O)N(CC(=O)NCc2ccccc2Cl)C2=C1C(=O)OC2 (stereo not drawn)	-12%	19%	u	-32%	25	55%[activator]	u
CCOC(=O)CC(=O)CSc1nc2ccsc2c(=O)n1Cc1ccccc1	x	-1%	x	x	18	-5%	x
Cc1cn2nc(C(=O)NCCc3ccccc3)cc2c(N2CCCC2)n1	0%	-9%	u	i	-15	1%	u
CCC(=O)Nc1ccc(C2(C(=O)N3CCN(c4ccccc4)CC3)CCC2)cc1	-9%	-5%	-12%	i	5	25%	-8%
COc1ccccc1Cn1c(=O)c(C(=O)NC(C)c2ccc(F)cc2)nc2cccnc21 (stereo not drawn)	x	-13%	u	u	14	-2%	u
O=C(CN1CCCN(Cc2ccc(F)cc2)S1(=O)=O)Nc1ccc2c(c1)OCCO2	x	-1%	x	x	34	19%	x
CNc1nc2c(c(C(=O)N3CCCC3)n1)CN(C(=O)C(C)n1cc(C)cn1)CC2 (stereo not drawn)	-5%	2%	i	i	-2	-27%	i

# More results follow.
molecule	Luciferase inh	HEK293 viab	HEK cytotox	GPT2 inh	IP6K1 inh	SNCA expr inhib	NIH3T3 tox
Cc1nc2c(-c3ccccc3)c(C)nn2c(C)c1CCC(=O)NCc1cccc(Cl)c1	x	3%	x	x	2	13%	x
Clc1ccc2nc(Nc3ccccc3Cl)nc(-c3ccccc3)c2c1	x	0%	x	x	5	-1%	x
Cc1noc(C2CC3(CCN(C(=O)C4CC4)CC3)CN2C)n1 (stereo not drawn)	2%	-1%	i	i	-4	-1%	-8%
CC1CCc2onc(C(=O)Nc3ccc(Cl)cc3)c2C1 (stereo not drawn)	x	10%	x	x	21	129%[activator]	x
CC(C)=C[C@@H]1[C@H](CO[C@@H]2O[C@H](CO)[C@@H](O)[C@H](O)[C@H]2O)C1(C)C	x	-34%	x	1%[27.3 µM]	1	x	x
CCN1CCN(CC(O)COc2cccc(CN(C)Cc3cc(C)on3)c2)CC1 (stereo not drawn)	5%	8%	2%	-10%[11.5 µM]	-17	7%	3%
COc1ccccc1-c1cc(C(F)(F)F)nc(S(=O)(=O)CCCC(=O)Nc2cc(Br)ccc2O)n1	x	12%	x	x	-15	10%	x
COc1ccc(CNC(=O)CN(C)S(=O)(=O)c2ccc3[nH]c4c(c3c2)CCCC4)cc1	x	-18%	x	x	14	-7%	x
Cc1cccc(N2CCN(C(=O)NCc3noc4ccccc34)CC2)c1C	x	0%	x	x	-8	21%	x
Cc1cc(C)cc(NC(=O)C(C)N2Cc3ccccc3C2=O)c1 (stereo not drawn)	x	-10%	x	x	10	26%	x

# Continuation.
molecule	Luciferase inh	HEK293 viab	HEK cytotox	GPT2 inh	IP6K1 inh	SNCA expr inhib	NIH3T3 tox
Cc1cc(OCC(=O)O)c(C)c2c1CC[C@@H]([C@H](C)C(=O)N1CCC(O)CC1)C2	-11%[172 µM]	2%[87.6 µM]	-12%[172 µM]	i	-4	-7%[87.6 µM]	-14%[174 µM]
CC(C)(C)c1ccc(C(=O)Nc2nc3c(s2)C[C@@H]2[C@](C)(CO)[C@H](O)CC[C@@]2(C)[C@@H]3CC(=O)NCc2cccs2)cc1	-11%	-2%	u	2%	-14	4%	u
COc1ccccc1NC(=O)N1CCC2(CCNC(=O)CC2)CC1	0%	-3%	-3%	i	2	19%	u
COc1ccc(-n2nc(C3CCN(C(=O)c4cccc(Cl)c4)CC3)[nH]c2=O)cc1	3%	-17%	u	i	5	-2%	-16%
Cc1cccc(N2CCN(C(=O)CCS(=O)(=O)c3ccc4c(c3)oc(=O)n4C)CC2)c1C	x	4%	x	x	40	23%	x
COc1ccc(-c2nsc(NC(=O)COc3ccccc3OC)n2)cc1	x	14%	x	x	31	28%	x
CCCCC(CC)Cn1c(Oc2ccccc2)nc2c1c(=O)n(C)c(=O)n2C (stereo not drawn)	x	-15%	x	x	-14	-7%	x
COc1ccc(C(=O)N2CCCC3(COc4ccccc4C(=O)N3)C2)cc1 (stereo not drawn)	13%	u	u	4%	27	-16%	u
O=C(Nc1ccc(F)c(F)c1)c1cc2n(n1)CC(c1ccc(Br)cc1)OC2 (stereo not drawn)	-20%	16%	u	-6%	-6	6%	u
COCC1CN(C(=O)C2CC=CC2)CC12CCNCC2 (stereo not drawn)	4%	-10%	i	i	-2	-11%	i

# Additional compounds follow:
molecule	Luciferase inh	HEK293 viab	HEK cytotox	GPT2 inh	IP6K1 inh	SNCA expr inhib	NIH3T3 tox
CCOc1ccc(CCNC(=O)CSc2cc(=O)n(C)c3ccc(Cl)cc23)cc1OCC	x	8%	x	x	-2	9%	x
COc1ccc2c(c1)OC[C@@H]1CN(CCC#N)C(=O)CCN(C(=O)CC(C)C)[C@H]21	x	x	-19%	x	3	x	u
CCN(CC)CCCNC(=O)c1c(C)oc2ncnc(N3CCOCC3)c12	x	-2%	x	x	23	-2%	x
COc1cc(NC(=O)c2ccc3c(c2)N(C)C2CCCN2C3=O)cc(OC)c1OC (stereo not drawn)	-19%	2%[12.5 µM]	1%	3%	16	31%[activator]	-19%
CCc1cccc(CC)c1NC(=O)CN(C)S(=O)(=O)c1ccc2c(c1)n(C)c(=O)c(=O)n2C	x	7%	x	x	-15	-26%	x
O=C(N1CCCCCC1)C1(CCO)CC12CCOCC2 (stereo not drawn)	0%	3%	i	-4%	11	2%	3%
O=C(CCc1conc1-c1ccccc1)NCc1ccccc1F	4%	16%	-3%	i	2	52%[activator]	-1%
CCc1nnc(SCc2c(F)cccc2Cl)c2cc3sccc3n12	x	4%	x	x	24	31%[activator]	x
CC1=CC(=O)[C@@]2(C(C)C)C[C@@H]12	x	-33%	x	i	-13	x	x
COCC(c1ccccn1)N(C)C(=O)c1cc(S(N)(=O)=O)ccc1F (stereo not drawn)	-1%	-2%	-9%	i	10	15%	-9%
CC(C)(S)[C@@H](N)C(=O)O	x	-10%	x	i	x	12%	x

# 4 entries drawn at random from those above, as already listed:
molecule	Luciferase inh	HEK293 viab	HEK cytotox	GPT2 inh	IP6K1 inh	SNCA expr inhib	NIH3T3 tox
COc1cccc(CN2Cc3nc(Nc4cccc(F)c4)ccc3OCC2=O)c1	3%[172 µM]	-14%[87.6 µM]	89µM*	-3%[88.5 µM]	-13	-9%[87.6 µM]	u
COCC1CN(C(=O)C2CC=CC2)CC12CCNCC2 (stereo not drawn)	4%	-10%	i	i	-2	-11%	i
CC(C)(S)[C@@H](N)C(=O)O	x	-10%	x	i	x	12%	x
NC(=O)c1c(NC(=O)CS(=O)(=O)c2ccc(Cl)cc2)sc2c1CCCC2	x	-12%	x	x	8	-22%	x

# Only part of the results is shown; the hit share may differ from the screen's.
